# GPR151 activ: human GPR151 activation. PathHunter beta-arrestin GPR151 cells, luminescence. 650,000 compounds, 1% hits. activation, % at 11.2 µM; in the data active means activation above about 4.9%;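 further: 0% = median of compound wells and 100% = cells with positive control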
# MITF inh: blocks human microphthalmia-associated transcription factor | O75030 | AlphaScreen MITF homodimerization, bead proximity signal | inhibition, % at 2.6 µM | 650,000 compounds, 0.91% hits | AID 1259374; in the data active means inhibition above about 50%;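 further: 0% = vehicle wells with protein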
# TEAD-YAP block: TEAD-YAP interaction inhibition | HEK-TIYL cells, TEAD-Gal4/YAP UAS-luciferase luminescence | inhibition, % at 9.12 µM | 640,000 compounds, 1.4% hits | AID 1259422; in the data active means inhibition above about 32%;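 further: 0% = median of test compound wells and 100% = reference inhibitor wells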
# FBW7 activator: activators of human E3 ligase FBW7 | Q969H0 | AlphaScreen FBW7–phospho-cyclin E peptide binding, activator screen | 650,000 compounds, 0.13% hits | normalized activity (activation), % at 26.1 µM | AID 1259310; in the data active means normalized activity above about 1.9%;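 further: purified mutant Fbw7 with reduced substrate affinity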
# Target sequence (Q969H0 whole entry, looked up): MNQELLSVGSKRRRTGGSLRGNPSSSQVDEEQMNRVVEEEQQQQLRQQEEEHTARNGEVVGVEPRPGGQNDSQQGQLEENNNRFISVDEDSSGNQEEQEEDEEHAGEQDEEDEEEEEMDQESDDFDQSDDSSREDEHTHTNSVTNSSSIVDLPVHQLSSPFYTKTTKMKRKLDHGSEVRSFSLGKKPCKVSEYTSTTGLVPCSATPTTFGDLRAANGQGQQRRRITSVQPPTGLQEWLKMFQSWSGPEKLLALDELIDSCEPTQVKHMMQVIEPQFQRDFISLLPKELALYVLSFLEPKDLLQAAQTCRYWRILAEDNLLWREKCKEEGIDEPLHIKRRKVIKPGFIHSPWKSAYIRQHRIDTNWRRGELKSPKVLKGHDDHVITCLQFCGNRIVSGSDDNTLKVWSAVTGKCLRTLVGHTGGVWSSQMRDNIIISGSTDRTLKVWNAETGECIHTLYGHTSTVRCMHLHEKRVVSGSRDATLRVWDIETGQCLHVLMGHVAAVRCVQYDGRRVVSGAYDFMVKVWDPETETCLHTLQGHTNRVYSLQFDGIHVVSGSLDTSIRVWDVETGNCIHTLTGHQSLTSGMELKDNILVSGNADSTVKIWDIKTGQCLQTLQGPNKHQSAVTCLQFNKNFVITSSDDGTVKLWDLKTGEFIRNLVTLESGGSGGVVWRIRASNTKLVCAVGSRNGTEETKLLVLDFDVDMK
# * hit, by the source's call.
mol	GPR151 activ	MITF inh	TEAD-YAP block	FBW7 activator
CCc1ccccc1Nc1nc(-c2sc(NC(C)=O)nc2C)cs1	-0.3	7	-5	0.7
O=C(O)c1ccc(NCc2ccccc2)c(NC(=O)C2CCCCC2C(=O)O)c1 (centres undefined)	-0.1	6	-21	0.3
CCOC(=O)c1ccccc1NC(=O)CSc1ccc2nc(-c3ccccc3)cn2n1	0.1	12	-6	0.0
COc1ccc(CCNC(=O)C2CCN(Cc3nc4ccccc4[nH]3)CC2)cc1	0.0	80*	0	-0.5
CCOC(=O)C1=CN(c2ccc(C)cc2)C=C(C(=O)OCC)C1c1cccc(OC)c1	-0.1	-1	3	0.1
CC(=O)N1CCN(C(=O)CNC(=O)CNC(=O)c2ccc(Cl)cc2Cl)CC1	-0.5	2	-5	-0.2
Cc1ccc(NC(=O)c2oc3ccccc3c2C)c([N+](=O)[O-])c1	0.3	2	-3	0.1
CCOC1=NN(c2ccc([N+](=O)[O-])cc2)C(=O)/C1=C/c1cccc2ccccc12	1.6	-9	14	0.0
COc1cccc(C2Nc3ccc(C(=O)c4ccccc4)cc3NC3=C2C(=O)CCC3)c1 (centres undefined)	1.0	-2	60*	0.1
COC(=O)C(NC(=O)CCc1c(C)nc2cc(-c3cccc(F)c3)nn2c1C)C(C)C (centres undefined)	-0.9	19	10	0.8
O=C(CN1CCN(c2ccccc2)CC1)Nc1cccc(Cl)c1	2.0	4	-6	0.0
CC(C)COC(=O)c1ccc(NC(=O)c2ccc(Cl)c(Cl)c2)cc1	-1.1	15	-27	0.2
COc1ccc(NC(=O)CSC2=NN3CCCC(=O)N=C3S2)c(OC)c1	1.0	2	-1	-0.1
CCN(CC)CCN1C(=O)C2C(C(=O)Nc3cccc(Cl)c3)C3C=CC2(O3)C1C(=O)NC1CCCC(C)C1C (centres undefined)	-0.7	6	13	-0.1
CC(=O)Oc1ccc(/C=C(\NC(=O)c2ccco2)C(=O)Nc2ccc(C(C)=O)cc2)cc1	2.9	-2	-9	0.0
O=C(NC(Nc1cccc([N+](=O)[O-])c1)C(=O)c1ccccc1)c1ccco1 (centres undefined)	-1.2	11	21	0.0
O=C(c1cnc2ccccn2c1=O)N1CCCc2ccccc21	-0.5	7	3	0.7
Cc1c(C(=O)NCCN(C)C)cccc1[N+](=O)[O-]	-0.9	-19	12	0.0
COc1ccc(-c2cnn3c(NCCc4cccnc4)ccnc23)cc1OC	0.2	9	-29	-0.7
Cc1cc(C)c(/C=C2\SC(N)=NC2=O)c(C)c1	7.8*	-4	-3	0.2
CN(C)Cc1c(C(=O)N/N=C/CCc2ccccc2)nnn1-c1nonc1N	0.2	1	-2	-0.1
COc1ccc(C2CC(c3ccc(F)cc3)Nc3ncnn32)cc1OC (centres undefined)	-0.3	2	-5	-0.1
C=CCOc1ccc(/C=C(\C#N)S(=O)(=O)c2ccccc2)cc1OCC	0.9	-2	16	0.0
Cc1cc(C)cc(-n2nc3c(c2NC(=O)c2ccco2)CSC3)c1	-0.8	0	7	0.1
Cc1c(C(=O)NC(C)(C)C)sc2nc(-c3cccc([N+](=O)[O-])c3)cn12	-0.5	11	-53	0.2
CCOC(=O)c1cnc2cc(Cl)c(OC)cc2c1Nc1ccc2c(c1)OCCO2	-0.7	2	5	-0.1
Cc1ccccc1-n1ncc(C(C)NC(=O)c2ccco2)c1C (centres undefined)	0.7	-3	-26	-0.1
CCOC(CNS(=O)(=O)c1ccc2c(c1)oc(=O)n2C)OCC	2.3	1	3	0.0
Cc1ccc([N+](=O)[O-])c(OCCCN2CCCCCC2)c1	-0.8	35	-8	0.0
OCCOc1ccccc1CN1CCCC(N2CCC(CO)CC2)C1 (centres undefined)	1.4	-5	-6	-0.1
CC(C)c1ccc(NC(=O)C2C3C=CC4(O3)C2C(=O)N(CCN2CCOCC2)C4C(=O)NC2CCCC(C)C2C)cc1 (centres undefined)	-0.9	-10	1	0.0
CCOc1ccc(NC(=O)C/C(N)=N/O)cc1	-0.8	7	-2	0.4
CC(C)NS(=O)(=O)c1ccc(N=CC2=C(O)CC(C)(C)CC2=O)cc1	-1.3	-6	0	0.1
Cc1nc(N)nc2[nH]c(=O)n(-c3ccccc3)c(=O)c12	1.2	4	-20	-0.1
O=C(CN1Cc2ccccc2OC(c2ccccc2)C1)N1CCC(c2ccncc2)CC1 (centres undefined)	-0.4	-15	-20	0.2
COc1cc(/C=c2\sc3nc4cccnc4n3c2=O)ccc1OC(C)=O	-1.3	8	11	-0.1
CCn1cc(CN2CCCC(C(=O)Nc3ccc(-c4cscn4)cc3)C2)cn1 (centres undefined)	-0.7	3	12	0.2
COc1ccc(NC(=O)CSc2ncnc3c2cnn3-c2ccccc2)cc1	1.8	0	16	0.1
NC(=O)C12CC3CC(C1)CC(n1cnc([N+](=O)[O-])n1)(C3)C2	0.4	2	-2	-0.1
Cc1cc(C)nc(N2CCC(CNC(=O)C34CC5CC(CC(C5)C3)C4)CC2)n1	0.0	-1	-9	0.6
NC(=O)CN(Cc1ccccc1)S(=O)(=O)c1cc(Cl)ccc1Cl	0.1	-17	-8	0.1
COc1ccc(/C=C(\C#N)C(=O)OCC(=O)Nc2nc3c(F)c(F)c(F)cc3s2)cc1	0.8	-1	-2	-0.1
COC(=O)CCC(=O)Nc1sc(Cc2ccccc2)c(C)c1C(N)=O	1.0	12	6	0.0
COc1ccc(CNc2ncc(-c3ccccc3)n2C)cc1	-0.2	35	-14	-0.1
CCOC(=O)C1(C(F)(F)F)N=C(c2ccco2)OC(N2CCCCC2)=N1 (centres undefined)	-1.2	9	4	0.7
COC(=O)c1ccccc1NC(=O)CSc1nc2ccsc2c(=O)n1CCN1CCCC1	-0.9	21	3	0.2
Cc1cc(=O)n2[nH]c([N+](=O)[O-])nc2n1	0.3	3	-2	0.5
COc1ccc(Cl)cc1N1C(=O)CSC1c1ccccn1 (centres undefined)	-0.6	-18	-9	0.0
C/C(Cc1ccccc1)=N\NC(=O)c1cccnc1	-0.6	17	0	0.8
O=C1CCCN1CCCNc1nc2ccccc2c2nc(-c3ccncc3)nn12	-0.4	2	17	0.5

# Next records.
mol	GPR151 activ	MITF inh	TEAD-YAP block	FBW7 activator
C(=Nc1ccccc1)c1ccc(OC2CSC2)cc1	-0.1	-16	5	0.1
CCCOC(=O)c1cc(-c2ccc(OC)cc2)nc2ccc(C)cc12	0.4	-12	-3	-0.1
CCc1ccc(OC(=O)c2cccnc2)cc1	0.6	-3	-1	-0.1
O=C1CC(N2CCN(C/C=C/c3ccccc3)CC2)C(=O)N1c1ccc(Br)cc1 (centres undefined)	-0.7	12	8	0.1
CCCC(=O)Nc1nc(-c2cc3cc(OC)ccc3o2)cs1	-1.0	17	-25	0.1
Clc1ccccc1Cn1nnc2ccccc21	0.5	-6	3	0.2
N#CC1=C(N)C(C#N)(C#N)C(c2cccs2)C2CC(c3ccccc3)CC=C12 (centres undefined)	1.9	23	-4	1.1
Cc1ccc2nc(Cl)c3cc(C(=O)N4CCOCC4)sc3c2c1	-0.3	6	-7	-0.3
O=C(Cn1c(SCc2ccccc2)nc2ccccc21)N1CCCCC1	0.5	1	-7	-0.2
N#CC1=C(N)N(N2CCOCC2)C2=C(C(=O)CC(c3ccccc3)C2)C1c1ccccc1Cl (centres undefined)	1.8	0	-4	-0.1
Cc1c(-c2ccccc2)nc(N)c(C#N)c1-c1ccco1	-1.2	-6	-23	-0.2
O=c1c2ccccc2nc(SCc2cccc(F)c2)n1C1CCCCC1	-0.2	0	-3	-0.1
Cc1cc(S(=O)(=O)NC2CCCCC2)ccc1OCC(=O)Nc1ccccc1F	5.0*	6	-8	0.8
CCC(C(=O)O/N=C(\N)c1ccc(OC)c(OC)c1)c1ccccc1 (centres undefined)	-0.3	0	-9	0.0
O=C(NCC(O)COc1ccc(Br)cc1)c1cc(-c2ccc3[nH]ncc3c2)ccn1 (centres undefined)	0.2	15	1	-0.1
CCOc1ccc(NC(=S)N2CCC(NC(=O)c3ccco3)CC2)cc1	-0.4	3	-1	0.2
CC(=O)c1ccc(NC(=O)C2CC(=O)N(c3ccc(C)cc3)C2)cc1 (centres undefined)	-1.7	-4	-36	-0.1
O=C(Nc1ccc([N+](=O)[O-])cc1)Nc1ccccc1Oc1ccccc1	-1.1	1	1	0.0
C/C(=C\C(=O)Nc1c(C)n(C)n(-c2ccccc2)c1=O)C(=O)O	-0.9	-2	11	-0.4
O=C(O)c1ccc(/C=N/NC(=O)c2cccnc2)cc1	-1.9	17	-6	-0.1

# In the list so far, four contain a thiophene ring, fused or not:
mol	GPR151 activ	MITF inh	TEAD-YAP block	FBW7 activator
COC(=O)CCC(=O)Nc1sc(Cc2ccccc2)c(C)c1C(N)=O	1.0	12	6	0.0
COC(=O)c1ccccc1NC(=O)CSc1nc2ccsc2c(=O)n1CCN1CCCC1	-0.9	21	3	0.2
N#CC1=C(N)C(C#N)(C#N)C(c2cccs2)C2CC(c3ccccc3)CC=C12 (centres undefined)	1.9	23	-4	1.1
Cc1ccc2nc(Cl)c3cc(C(=O)N4CCOCC4)sc3c2c1	-0.3	6	-7	-0.3

# The list goes on:
mol	GPR151 activ	MITF inh	TEAD-YAP block	FBW7 activator
Cc1ccc(-n2cc(-c3ccccc3)c3c(NCCCN(C)C)ncnc32)cc1	-2.0	-3	-9	-0.1
c1cc(Nc2cc(Nc3ccc(N4CCOCC4)cc3)ncn2)ccn1	3.1	-5	-13	-0.1
COc1cccc(N(C(=O)c2cnccn2)C(C(=O)NC2CCCCC2)c2ccccc2)c1 (centres undefined)	0.3	-25	12	0.1
CCOC(=O)c1sc2nc3c(c(-c4cccs4)c2c1N)CCC3	-0.8	12	-6	0.0
Oc1ccc2ccccc2c1CNc1ccccn1	-0.2	2	-7	0.0
COc1ccccc1C(=O)Nc1cccc(NC(=O)c2ccccc2C)c1	3.8	11	8	0.1
CC(=O)C1=C(O)C(=O)N(C23CC4CC(CC(C4)C2)C3)C1c1ccc([N+](=O)[O-])cc1 (centres undefined)	1.0	8	6	-0.1
O=C(NC1CCCCC1)c1cc(-c2ccc(Cl)c(Cl)c2)nc2ccccc12	-0.1	8	1	0.1
CCC1OC(c2ccc([N+](=O)[O-])cc2)=Nc2ccccc21 (centres undefined)	1.3	15	-5	0.5
CC1CCCCN1CCNC(=O)c1ccc2c(=O)n(CCc3ccccc3)c(=O)[nH]c2c1 (centres undefined)	0.6	3	-7	0.0
O=C1OCCC1Sc1nnc2c(n1)[nH]c1ccccc12 (centres undefined)	0.7	-4	1	-0.1
O=C(c1cccc(Br)c1)n1nnc2ccccc21	-1.6	-2	1	0.1
CCOC(=O)c1c(Cl)nc(Cl)c(Cl)c1Nc1cccc(C)c1	0.9	-4	25	-0.1
COCCNC(=O)c1ccc2cncc(-c3ccsc3)c2n1	-0.1	14	78*	0.0
Cc1cc(C)nc(Sc2ccc(O)cc2)n1	-1.3	-7	7	-0.1
NS(=O)(=O)c1ccc(S(=O)(=O)NCc2ccccc2)cc1	0.2	10	8	0.0
CC(=O)c1ccc(NC(=O)NC2CCCCC2)cc1	-1.1	-11	-67	0.0
Clc1ccc(C2=NN(c3ccccc3)C(c3ccccc3)C2)cc1 (centres undefined)	-0.3	-3	4	0.2
NS(=O)(=O)c1ccc(S(=O)(=O)N(CCc2ccccc2)Cc2ccccn2)cc1	0.1	6	0	0.1
Cc1ccc(C(=O)Nc2nc3c(s2)CCC3C(=O)N2CCN(c3ccccc3)CC2)cc1 (centres undefined)	1.1	5	-19	0.0
COc1ccc(C2CC(=O)C3=C(C2)NC(C)=C(C#N)C3c2ccc(OCc3ccccc3)cc2)cc1 (centres undefined)	0.6	-1	10	0.1
COc1ccc(-n2nc(C(=O)NCC(=O)N3CCN(C)CC3)c3ccccc3c2=O)cc1OC	-1.3	5	-3	-0.1
CC(C)(C)C1CCc2c(sc3c2C(=O)NC(c2ccc(O)cc2O)N3)C1 (centres undefined)	1.6	2	-10	-0.1
COCCOC(=O)C1=C(C)NC2=C(C(=O)CC(c3cccs3)C2)C1c1cc(OC)c(O)c([N+](=O)[O-])c1 (centres undefined)	2.2	6	13	0.2
O=C(CCn1c(SCc2cccc(F)c2)nc2cc3c(cc2c1=O)OCO3)NCc1ccc2c(c1)OCO2	-1.5	-19	-4	0.0
CCc1ccccc1N(CC(=O)N1CCN(c2ccccc2F)CC1)S(C)(=O)=O	-1.5	3	4	0.0
Cc1nn(CC(=O)Nc2ccc(Cl)cc2)c(C)c1[N+](=O)[O-]	-1.6	-4	-5	-0.2
COc1ccc(CNS(=O)(=O)c2ccc(Cc3ccc(S(=O)(=O)NCc4ccc(OC)cc4)cc3)cc2)cc1	2.3	16	1	0.7
Cc1ccc(C(=O)N2CCOCC2)cc1I	0.4	2	-9	0.0

# An excerpt of these results, as labelled records:
Oc1ccc2ccccc2c1CNc1ccccn1
  GPR151 activ: -0.2; MITF inh: 2; TEAD-YAP block: -7; FBW7 activator: 0.0
O=C(NC1CCCCC1)c1cc(-c2ccc(Cl)c(Cl)c2)nc2ccccc12
  GPR151 activ: -0.1; MITF inh: 8; TEAD-YAP block: 1; FBW7 activator: 0.1
CCc1ccc(OC(=O)c2cccnc2)cc1
  GPR151 activ: 0.6; MITF inh: -3; TEAD-YAP block: -1; FBW7 activator: -0.1

# Source: PubChem BioAssay

# Hits appear at their usual frequency (roughly 3.4% active in at least one column).
